Nrf2 block: inhibitors of Nrf2 signaling. A549 ARE-Fluc reporter, luciferase luminescence, 18-24 h. Potency, µM (titrated, usually from 46 µM), for inactives: at the highest dose activity change, negative = inhibition, usual class: inhibitors. 2.1% of 360,000 active. AID 504444; further: potency means the concentration at half of the fitted maximal effect; on the % scale 0 is the no-effect control and ±100 the full control effect; nearly all actives have a fitted effect of over 60% in size
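Cells were seeded and rested 2 h, then exposed to compounds for 18-24 h. CellTiter-Fluor was read first as a viability measure. BugLite was added 15 min before the final luminescent read of ARE-luciferase activity in A549 cells.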
TGFb inhibitor: TGF-b pathway inhibition; 1.2% of 410,000 active; HepG2 CAGA-GFP TGF-b/SMAD3 reporter, GFP fluorescence, 18 h; TGF-beta stimulated, 500 pg/mL final; AID 588855; Potency, µM (series often up to 46.1 µM), without a hit: top-dose activity, negative = inhibition, usual class: inhibitors; further: potency means the concentration at half of the fitted maximal effect; on the % scale 0 is the no-effect control and ±100 the full control effect; nearly all actives have a fitted effect of over 65% in size
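TGF-beta reporter screen: HEPG2 CAGA-GFP, 1% FBS, 500 pg/mL TGF-beta final, 18 h; per-cell GFP summed per well; curves fitted and categorized by class.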
HepG2 tox: HepG2 cytotoxicity, counter-screen for TGF-b inhibitors; HepG2 CAGA-GFP viability, ATP luminescence, 18 h; 0.76% of 410,000 active; Potency, µM (highest dose often 46.1 µM), inactives show at the highest dose activity change, negative = cytotoxicity, actives largely listed as cytotoxic; further: potency means the concentration at half of the fitted maximal effect; some results filed as inactive show a strong effect at the top dose
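CellTiter-Glo luminescence gave cytotoxicity after 18 hours at 37 degrees C. The cells were HepG2 CAGA-GFP in 1% FBS DMEM, stimulated with 500 pg/mL TGF-beta after compound addition. %Activity was normalised to no-cell wells (complete cell-killing) and DMSO (no toxicity), and curves were fitted and classified.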
CCT chaperon mod: changes cytosolic chaperonin activity | 0.3% of 360,000 active | purified chaperonin ATPase assay, HTRF ADP detection, 30 min | activity change, % (no concentration beside the values), hits read low; in the data active means activity change below about -30%; further: on the % scale 0 is the no-effect control and ±100 the full control effect
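TRiC at 40 or 20 nM final (batch-dependent) in 30 mM Tris pH 7.4, 100 mM KCl, 5 mM MgCl2, 1 mM DTT, with compound at single 76 uM and 10 uM ATP, 30 min at 37 deg C. ADP detected by HTRF Transcreener, 665/615 ratio.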
Abeta yeast res: restores growth of yeast expressing A-beta42 peptide; yeast expressing A-beta42, growth rescue, OD600, 48 h; response scale: 0% DMSO, 100% iron-clioquinol control; 0.063% of 410,000 active; AID 1347071; Potency, µM (series often up to 46.1 µM), without a hit: at the highest dose growth rescue, actives largely listed as activators; further: potency means the concentration at half of the fitted maximal effect; nearly all actives have a fitted effect of over 55% in size
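Growth rescue measured by 600 nm absorbance after 48 h yeast culture at 30 C with compound. Values normalized between DMSO and an equimolar ferric chloride plus clioquinol control.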
Nrf2 activator: activates Nrf2 signaling; Potency, µM (series often up to 46.1 µM), inactives show top-dose activation, most hits filed as activators; 0.31% of 410,000 active; AREc32 ARE-luciferase reporter (MCF7-derived line), luminescence, 24 h; AID 624171; further: potency means the concentration at half of the fitted maximal effect; % of control where 0% means no effect; nearly all actives have a fitted effect of over 65% in size
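Each well held 1000 AREc32 cells, which were incubated with compound for 24 hr at 37 deg C after overnight attachment, and ARE reporter activity was quantified by firefly luciferase luminescence.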
Mm-Cpn inhibitor: inhibitors of Methanococcus maripaludis chaperonin (MmCpn) | purified Mm-Cpn ATPase, ADP Transcreener TR-FRET | Potency, µM (titrated, usually from 76.9 µM), for inactives: top-dose activity, negative = inhibition, actives largely listed as inhibitors | 0.031% of 330,000 active | AID 504842; further: potency means the concentration at half of the fitted maximal effect; on the % scale 0 is the no-effect control and ±100 the full control effect; nearly all actives have a fitted effect of over 80% in size
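Compound-treated chaperonin, 25 nM final, turns over 10 uM ATP at 37°C for 30 min following a 10 min preincubation; ADP generated competes with ADP-d2 for Eu-cryptate antibody, lowering FRET.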
pAkt inh: inhibitors of Akt phosphorylation; 0.32% of 360,000 active; Neuro2A IGF-stimulated pAkt S473 HTRF, 20 min; active compounds read low; AID 651550; activity change, % for hits at 50 µM; in the data active means activity change below about -80%; inconclusive means mostly about -51% to -80%; further: on the % scale 0 is the no-effect control and ±100 the full control effect
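Neuro2A cells in DMEM with 0.5% FBS, overnight at 37 deg C, given compound at single 50 µM final, then IGF (6 nM final) for 20 min at 37 deg C. Lysed; phospho-Akt Ser473 by HTRF after 24 h, 665/615 ratio.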
A549 viability: A549 cytotoxicity, counter-screen for Nrf2 inhibitors; A549 ARE-Fluc cells, CellTiter-Fluor viability, 18-24 h; Potency, µM (titrated, usually from 46 µM), without a hit: at the top dose activity change, negative = cytotoxicity, hits mostly inhibitors; 0.16% of 390,000 active; AID 504648; further: potency means the concentration at half of the fitted maximal effect; on the % scale 0 is the no-effect control and ±100 the full control effect
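A549 ARE-Fluc cells in 5% FBS OPTI-MEM, 5000 cells/well, rested 2 h then exposed to compounds in concentration-response for 18-24 h at 37 °C. Viability by CellTiter-Fluor fluorescence (Ex 405/Em 525) after 30 min; luciferase luminescence (BugLite, 15 min, RT) read afterwards.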
Active calls of the source: *; i = inactive; ? = inconclusive; . = no result given; [ ] = dose if it differs, or a comment. Unless noted, the call rests on the fitted dose curve; in most records, active means well fitted curve in the direction sought with a large enough effect; inconclusive means small, poorly fitted or top-dose-only effect, or another doubt; inactive means no such curve, though single readings can be large; an effect the other way counts as inactive or inconclusive.

SMILES	Nrf2 block	TGFb inhibitor	HepG2 tox	CCT chaperon mod	Abeta yeast res	Nrf2 activator	Mm-Cpn inhibitor	pAkt inh	A549 viability
COc1cccc(/C=N/N2CCN(c3ccc(Cl)cc3)CC2)c1OC	?	-9%	-10%	-0.8	-4%	-0.2%	1%	i	6%
COc1cc(CNC(=O)OCC(C)C)cc(OC)c1OC	?	?	2%	3.4	-27%	-0.2%	0%	i	-4%
COCCN(C(=O)CCC(=O)Nc1nccs1)C(C(=O)NCCC(C)C)c1ccc(F)cc1 (stereo not drawn)	-4%	4%	-7%	0.0	-2%	-0.7%	-1%	i	-6%
CS(=O)(=O)N1CCCC(C(=O)NCCc2ccccc2)C1 (stereo not drawn)	1%	-11%	-15%	-1.9	-17%	-0.6%	-1%	i	-3%
c1coc(CNCCCN2CCOCC2)c1	-8%	-3%	7%	0.1	-5%	-0.6%	1%	i	2%
O=C1N/C(=C/c2cccn2-c2ccccc2)C(=O)N1c1cccc(Cl)c1	20%	10%	-2%	-2.8	1%	3.1%	?	i	-4%
Cc1ccc(S(=O)(=O)NCC(=O)OCC(=O)N(C)C2CCS(=O)(=O)C2)cc1 (stereo not drawn)	4%	0%	-12%	0.7	-5%	-0.6%	3%	i	1%
CCN(CC)S(=O)(=O)c1ccc2c(c1)N(CC(=O)Nc1c(C)cc(C)cc1C)C(=O)CS2	6%	0%	-8%	.	14%	1.3%	.	.	-5%
Cc1c(Cl)cccc1Nc1nc(NCCO)c2ccccc2n1	2%	11µM*	-19%	0.7	-19%	-0.3%	2%	i	-7%
COC(=O)CC1Oc2ccc(F)cc2-n2cc(-c3ccc(C)cc3)nc21 (stereo not drawn)	-37%	-6%	-57%	.	-18%	0.2%	.	.	-2%
Cc1ccc(S(=O)(=O)C(C#N)c2nc3ccccc3nc2N2CCC(C)CC2)cc1 (stereo not drawn)	.	0%	2%	-4.1	-1%	0.3%	-2%	i	3%
O=C(COC(=O)c1ccccc1F)Nc1ccc2c(c1)OCCO2	3%	-1%	9%	-0.8	8%	2.3%	2%	i	5%
CSc1ncc2c(n1)-c1cc(C)ccc1SC2	?	?	-32%	-1.4	4%	7.5%	-2%	i	1%
Cc1cc(-n2c(SCCC#N)nnc2-c2cccnc2)ccc1Cl	-13%	-29%	-1%	-1.4	-5%	0.3%	1%	i	-4%
COc1ccc(/C=C(\C#N)C(=O)OCC(=O)NC2CC2)cc1	14%	1%	-1%	0.0	-3%	2.5%	0%	i	17%

Filtered by structure, the entries above with two or more sulfur atoms.
SMILES	Nrf2 block	TGFb inhibitor	HepG2 tox	CCT chaperon mod	Abeta yeast res	Nrf2 activator	Mm-Cpn inhibitor	pAkt inh	A549 viability
Cc1ccc(S(=O)(=O)NCC(=O)OCC(=O)N(C)C2CCS(=O)(=O)C2)cc1 (stereo not drawn)	4%	0%	-12%	0.7	-5%	-0.6%	3%	i	1%
CCN(CC)S(=O)(=O)c1ccc2c(c1)N(CC(=O)Nc1c(C)cc(C)cc1C)C(=O)CS2	6%	0%	-8%	.	14%	1.3%	.	.	-5%
CSc1ncc2c(n1)-c1cc(C)ccc1SC2	?	?	-32%	-1.4	4%	7.5%	-2%	i	1%

Further records follow:
SMILES	Nrf2 block	TGFb inhibitor	HepG2 tox	CCT chaperon mod	Abeta yeast res	Nrf2 activator	Mm-Cpn inhibitor	pAkt inh	A549 viability
c1ccc(Cn2c(CN3CCCC3)nc3ccccc32)cc1	-4%	-1%	-20%	-1.3	1%	-0.1%	0%	i	5%
Cc1ccc(CNC(=O)c2ccc(N3CCC4(CC3)CC(c3cccc(Br)c3)=NO4)c(NC(=O)c3ccc(Cl)c([N+](=O)[O-])c3)c2)cc1	7%	9%	-3%	-1.7	5%	0.1%	0%	i	-2%
CC(=O)c1c(N2CCN(Cc3ccccc3)CC2)nc(=S)n(-c2ccccc2)c1C	-8%	-27%	-13%	0.0	21%	0.0%	-2%	i	5%
CCCc1nc2c(C)cc(Br)cn2c1Cc1ccc(OC)cc1C	.	-26%	-27%	1.6	15%	1.0%	.	i	.
O=C(NNS(=O)(=O)c1ccccc1[N+](=O)[O-])c1cccc(Cl)c1	18%	?	43%	-3.0	1%	5.4%	-2%	i	-9%
Cc1nn2c(C(F)(F)F)c3c(nc2c1-c1ccccc1)CCC3	13%	6%	20%	-1.1	2%	-0.2%	-5%	i	5%
Cc1ccc(C(=O)Nc2ccc(C(=O)N/N=C/c3ccc(C)o3)cc2)cc1	-5%	-15%	-33%	-1.4	-11%	0.1%	0%	i	-1%
C=CCn1c(SCc2cc(=O)n3ccsc3n2)nnc1C1CCCCC1	15%	0%	8%	1.6	3%	-0.5%	1%	.	?
CCCCN(C(=O)c1cccc(-n2cnnn2)c1)c1c(N)n(CC(C)C)c(=O)[nH]c1=O	-3%	8%	2%	-3.6	-2%	0.1%	-2%	i	0%
OC1=C(O)c2nc3ccccc3nc21	3%	-1%	-25%	-0.3	-17%	-0.6%	-1%	i	-15%
CCC(C)NC(=O)CSc1nc2n[nH]c(C)c2c(=N)n1-c1cc(Cl)ccc1C (stereo not drawn)	.	?	-14%	.	-16%	3.4%	.	.	4%
CC(C)(C)OC(=O)N1CCC[C@H]1C(=O)NCc1ccc(F)cc1F	.	.	.	-1.4	-10%	-0.6%	.	i	.
Cc1ccc(CCNC(=O)C2CCN(S(=O)(=O)N3CCOCC3)CC2)cc1	4%	3%	13%	-0.1	-19%	-0.2%	1%	.	5%
Cn1c(=O)oc2cc(S(=O)(=O)NCc3ccccc3)ccc21	9%	3%	2%	-0.6	17%	0.1%	2%	i	-1%
Cc1cc(=O)n(C)c(=O)n1CCCCCCOc1cccc([N+](=O)[O-])c1	?	-9%	-5%	1.1	1%	5.8%	0%	i	0%
O=C1CN(c2nc(-c3ccccc3)c3cc(Cl)ccc3n2)c2ccccc2N1	5%	318%[activator]	-10%	1.9	-6%	3.2%	-2%	i	-7%
OCCC1CN(Cc2ccc(Oc3ncccn3)cc2)CCN1C1CCCC1 (stereo not drawn)	-2%	-5%	1%	2.9	0%	0.5%	-3%	i	1%
O=C(O)CCCC(=O)Nc1nc(-c2ccc(F)cc2)cs1	7%	-4%	10%	3.0	-5%	-0.6%	-1%	-115%*	-8%
CCc1nnc(NC(=O)C(C)Sc2ccccc2)s1 (stereo not drawn)	3%	-1%	-14%	-1.7	5%	-1.1%	-2%	i	1%
CSc1nnc2c(n1)OC=Nc1ccc(Br)cc1-2	?	-1%	-29%	-3.0	-25%	2.0%	1%	i	1%
CCn1cc(C(=O)NCc2ccccc2)c(=O)c2cc(S(=O)(=O)N3CCCCCC3)ccc21	?	-4%	-10%	.	9%	0.1%	.	.	-11%
CC(C)N(C(=O)[C@H]1C[C@H](CC(=O)NCc2ccco2)C(=O)N2CCc3c([nH]c4cc(CCC(=O)N(C)C)ccc34)[C@]12C)C(C)C	?	0%	-2%	1.5	-5%	1.4%	2%	i	-3%
CCOC(=O)c1csc(-c2snnc2C)n1	4%	3%	38%	-0.2	-93%[inhibitor]	2.8%	-2%	i	6%
Cc1ccc(NC(=O)n2ccc(-c3ccc(-n4ccnc4)cc3)n2)cc1	?	15%	9%	1.3	3%	3.1%	6%	i	-8%
COc1ccc(-c2ccc(N(C)C)cc2)cc1C1C2C=CCCC2(C)C(=O)N1Cc1ccccc1 (stereo not drawn)	?	2%	-15%	.	.	.	.	.	-14%
C=CCNc1nc(C(=O)OCC(=O)Nc2ccc(S(N)(=O)=O)cc2)cs1	5%	-2%	-1%	-2.8	1%	1.9%	-1%	i	-2%
Cc1cccc(C(=O)N(Cc2ccccc2F)C2CCS(=O)(=O)C2)c1 (stereo not drawn)	6%	-15%	-2%	.	0%	-0.6%	.	.	5%
COC(=O)c1cccc(NC(=O)Cn2nnc3ccccc32)c1	-5%	-1%	-21%	-0.5	5%	0.0%	0%	i	3%
COc1cccc(OCCn2c(-c3ccc(Cl)cc3)nc3ccccc3c2=O)c1	20%	11%	7%	.	-10%	7.7%	.	.	7%
CCOc1ccc(C(=O)N2CCC(c3nnc(-c4ccccc4OC)o3)CC2)cc1	6%	-22%	2%	.	-21%	4.6%	.	.	3%
COc1ccc2nc(C)cc(SCC(=O)NNC(=O)COc3cccc4ccccc34)c2c1	?	1%	5%	-1.3	3%	-0.2%[9.22 µM]	-4%	i	-25%
CCCNc1c(NS(=O)(=O)c2c(F)c(F)c(F)c(F)c2F)c(=O)oc2ccccc12	12%	-19%	-16%	0.1	12%	21%	-4%	i	0%
CCOCCn1c(CN2CCN(CC)CC2)nc2c1c(=O)n(C)c(=O)n2C	8%	4%	0%	2.0	2%	-0.6%	0%	i	2%
CCc1cc2c(=O)n(CCCOC)c(SCC(=O)Nc3oc(C)c4c(C)n[nH]c(=O)c34)nc2s1	-6%	11%	6%	-0.7	3%	0.3%	3%	i	-1%
COc1cccc(C(O)c2nc(-c3ccc(F)cc3OC)cs2)c1 (stereo not drawn)	.	-1%	-19%	-1.2	29%	1.5%	.	i	.
CC(Oc1ccc(-n2cnnn2)cc1)C(=O)O (stereo not drawn)	0%	6%	5%	-13	-5%	-0.8%	3%	i	3%
CC1(C(=O)NS(=O)(=O)c2ccccc2Cl)CCN1C(=O)CC1CCCC1 (stereo not drawn)	.	1%	-35%	-0.2	10%	-0.9%[9.22 µM]	.	i	.

Some of these compounds in order of their number in Mm-Cpn inhibitor, rising:
Compound	Mm-Cpn inhibitor
COc1ccc2nc(C)cc(SCC(=O)NNC(=O)COc3cccc4ccccc34)c2c1	-4%
CCOCCn1c(CN2CCN(CC)CC2)nc2c1c(=O)n(C)c(=O)n2C	0%
CC(Oc1ccc(-n2cnnn2)cc1)C(=O)O (stereo not drawn)	3%
